Compound activity (PubChem BioAssay)
SV40 large T antigen: SV40 large T antigen inhibitors, biochemical (AID 1903) | SV40 large T antigen ATPase/helicase inhibition assay; higher % means a stronger effect | 310,000 compounds, 0.39% hits | inhibition, % at 20 µM, or IC50 in µM where a hit was titrated; in the data active = a potency from the dose series; inconclusive = inhibition mostly from about 32% at the one dose, without a potency; inactive = the rest, 99 in 100 with inhibition below about 32%; note: strong numbers were not always called active
WT yeast gro inh: growth inhibition of WT yeast, mitochondrial fusion screen; mitochondrial fusion phenotypic screen, WT strain; 190,000 compounds, 2.1% hits; inhibition, % at 10 µM; AID 1362; in the data active = inhibition above about 58%; tested in S. cerevisiae
RSV CPE inhibition: inhibition of RSV-induced cytopathic effect – HEp-2 cells, primary 10 µM value included (AID 2391). HEp-2 cells, RSV-induced CPE inhibition; higher % means a stronger effect. one-dose CPE inhibition, % at 10 µM; IC50 in µM for titrated hits. 310,000 compounds, 0.13% hits; in the data active = a potency from the dose series; inconclusive = CPE inhibition mostly from about 23% at the one dose, without a potency; inactive = the rest, 99 in 100 with CPE inhibition below about 21%; note: strong numbers were not always called active
West Nile antiviral: West Nile virus antiviral activity, cell-based, CPE readout (AID 1621) | West Nile virus-infected cells, CPE inhibition; higher % means a stronger effect | 290,000 compounds, 0.02% hits | CPE inhibition, % at 10 µM, or IC50 in µM where a hit was titrated; in the data active = a potency from the dose series; inconclusive = CPE inhibition mostly from about 3.7% at the one dose, without a potency; inactive = the rest, 99 in 100 with CPE inhibition below about 2.2%; note: strong numbers were not always called active
Yfh1-off respiration: mitochondrial function rescue without frataxin homolog – Friedreich's ataxia, plus single-dose screen, dose response (AID 1465); S. cerevisiae Yfh1-off respiration, WST-1 reduction, 72 h; higher fold induction means a stronger effect; 220,000 compounds, 0.074% hits; one-dose fold induction at 50 µM; EC50 in µM for titrated hits;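 active = fold induction of absorbance versus untreated yeast above a set limit, then at least 30% activation at any dose in follow-up; inconclusive = repeats straddling the limit, or above it without dose testing; inactive = fold induction below the set limit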;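 note: activators that raise dye reduction in frataxin-depleted yeast; strong numbers were not always called active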
K1F lysis inhibition: protection from phage-mediated lysis, alamar blue read-out – E. coli UTI89, K1F phage, bacterial capsule biogenesis inhibitors (AID 488966) | E. coli UTI89 K1F phage lysis, alamar blue, 2 h; higher % means a stronger effect | inhibition, % at 100 µM; hits with a dose series show IC50 in µM | 340,000 compounds, 0.02% hits;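 active = phage lysis inhibition, versus mean bacterial control, above a set limit; inconclusive = no clear call, values can overlap the other calls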;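 note: capsule biogenesis inhibitors block K1F phage lysis so surviving cells raise fluorescence; higher fluorescence means more inhibition of phage lysis; actives were called in the ten point dose series up to 300 µM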
XIAP displacement: small molecules displacing peptide from XIAP – biochemical, IAP family, fluorescence polarization (AID 1018); XIAP BIR domain, fluorescence polarization peptide displacement; higher % means a stronger effect; displacement, % at 20 µM, or IC50 in µM where a hit was titrated; 200,000 compounds, 0.007% hits; in the data active = displacement above about 50%; note: a part of the inactive calls stands beside numbers as strong as those of hits
CSM14.1 death rescue: rescue of cells from ER stress-induced death, primary screen, 384-well, CSM14.1, thapsigargin, ATP luminescence (AID 1222). CSM14.1 thapsigargin-induced death rescue, ATP luminescence; higher % means a stronger effect. 190,000 tested, under 10 active. cellular ATP content (survival), % at 20 µM, or EC50 in µM where a hit was titrated;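 active = EC50 below 50 µM in the dose-response confirmation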;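 note: death triggered by thapsigargin at about 15 µM added after 2 h compound pretreatment; cell ATP read after overnight thapsigargin exposure of roughly 18 to 22 hours; normalized against plate controls of thapsigargin alone and 5% DMSO vehicle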
NS5 inhibitors: flavivirus cap methylation enzyme inhibition – biochemical, confirmation dose response, primary screen (AID 588689) | Dengue-2 NS5 methyltransferase capping enzyme assay, biochemical; higher % means a stronger effect | 340,000 compounds, 0.3% hits | inhibition, % at 25 µM, or IC50 in µM where a hit was titrated; in the data active = a potency from the dose series; inconclusive = inhibition above about 29% without an active follow-up result
WT yeast gro inh mutant strain: further read-out of WT yeast gro inh, marked with its call; inhibition, %; mitochondrial fusion phenotypic screen, mutant strain inhibition
NS5 inhibitors pilot replicate: further read-out of NS5 inhibitors, marked with its call; inhibition, %; measured here: pilot screen replicate inhibition
An asterisk follows results filed as active; i = inactive; ? = inconclusive; nt = not tested or not shown; [ ] = dose if it differs, or a comment.

Start of the listing, in advance:
SMILES	SV40 large T antigen	WT yeast gro inh	WT yeast gro inh mutant strain	RSV CPE inhibition	West Nile antiviral	Yfh1-off respiration	K1F lysis inhibition	XIAP displacement	CSM14.1 death rescue	NS5 inhibitors	others
COCCN1C=C(C(=O)OC)C(c2cc(Br)c(OC)c(OC)c2)C(C(=O)OC)=C1	15.9%	1.9	-0.6	1.4%	-0.3%	i	-0.1%	-8.6%	5.6%	5.6%
CCCCNC(=O)Oc1cc(CCl)on1	4.8%	-0.7	0.2	0.4%	-0.2%	i	nt	-4.6%	nt	nt

The listing, previewed entries included:
SMILES	SV40 large T antigen	WT yeast gro inh	WT yeast gro inh mutant strain	RSV CPE inhibition	West Nile antiviral	Yfh1-off respiration	K1F lysis inhibition	XIAP displacement	CSM14.1 death rescue	NS5 inhibitors	others
COCCN1C=C(C(=O)OC)C(c2cc(Br)c(OC)c(OC)c2)C(C(=O)OC)=C1	15.9%	1.9	-0.6	1.4%	-0.3%	i	-0.1%	-8.6%	5.6%	5.6%
CCCCNC(=O)Oc1cc(CCl)on1	4.8%	-0.7	0.2	0.4%	-0.2%	i	nt	-4.6%	nt	nt
CCN(CC(=O)N1CCCC1)S(=O)(=O)c1ccc(F)cc1	-0.4%	nt	nt	-0.3%	0.1%	nt	0.4%	nt	nt	-11.9%	NS5 inhibitors pilot replicate=-2.5
Cc1ccc(C(=O)N2CC(=O)Nc3ccccc32)o1	-9.9%	-9.8	-11.4	0.7%	0.6%	i	-0.1%	-0.3%	-0.3%	7.1%
COc1ccc(CCNC(=O)COC(=O)c2ccccc2NCCO)cc1OC	1.1%	nt	nt	0.0%	nt	nt	2.9%[50 µM]	nt	nt	1.4%
CC(=O)c1cccc(NC(=O)CC2S/C(=N/N=C/c3ccccc3)NC2=O)c1 (stereo unspecified)	4.4%	4.8	3.9	1.5%	0.8%	i	0.1%	-1.9%	-1.5%	-3.6%
CCOc1cc(NC(=O)C2CC2)c(OCC)cc1NC(=O)c1cc(OC)c(OC)c(OC)c1	4.8%	nt	nt	4.5%	0.4%	nt	-0.1%	nt	nt	3.2%
COc1ccc(Cl)cc1NC(=O)c1ccco1	3.5%	3.5	5.9	4.3%	0.1%	i	0.0%	-0.6%	0.0%	-11.7%
Cc1ccc(C(=O)OCC(=O)N2CC(C)CC(C)C2)cc1S(=O)(=O)N1CCCCC1 (stereo unspecified)	8.5%	nt	nt	-0.4%	nt	nt	0.7%[50 µM]	nt	nt	0.7%
COC(=O)CNC(=O)c1ccc(F)cc1	10.9%	nt	nt	-0.5%	0.2%	i	nt	nt	nt	nt
O=C(Oc1ccc2cc(Br)ccc2c1)N1CCCCCC1	-4.1%	67.9*	19.4*	18.0%	-1.5%	i	nt	-0.5%	-2.2%	nt
Cc1ccc(NS(=O)(=O)c2ccc(C(=O)NCCCN3CCOCC3)cc2)cc1	16.0%	nt	nt	-0.6%	nt	nt	0.5%[50 µM]	nt	nt	-8.0%
Cc1ccc(S(=O)(=O)N2CCOCC2)cc1C(=O)OCC(=O)Nc1ccc2[nH]c(=O)[nH]c2c1	9.8%	nt	nt	-1.7%	nt	nt	0.3%[50 µM]	nt	nt	2.2%
Cc1c(C(=O)N(Cc2ccccc2)C(C)C)cnn1-c1ccccc1	7.6%	nt	nt	0.5%	-0.1%	i	-0.6%	nt	nt	1.5%
O=C(CSc1nc(-c2ccco2)cc(C(F)(F)F)n1)Nc1ccc(C(=O)N2CCOCC2)cc1	14.6%	-27.9	2.0	1.8%	-0.1%	i	0.2%	-8.1%	0.4%	-7.2%
CCCCc1c(C)nc2ccc(OC)cc2c1SCCC(=O)O	14.9%	nt	nt	0.6%	nt	nt	-0.2%[50 µM]	nt	nt	6.3%
N#CC1(Cc2ccccc2Cl)c2ccccc2C=CN1C(=O)c1ccccc1 (stereo unspecified)	5.7%	46.5	15.1	10.9%	nt	nt	-0.3%	-5.7%	1.6%	0.0%
COC(=O)c1cc(OC)c(OC)cc1NC(=O)c1ccc(C)o1	-2.2%	-18.1	-14.2	0.9%	0.4%	i	-0.7%	-6.1%	-1.1%	-4.8%
Cn1ncc(C(=O)Nc2ccc(OC(F)(F)F)cc2)c1-n1cccc1	8.7%	nt	nt	0.7%	-0.2%	?	-2.5%	nt	nt	5.4%
CN(C(=O)c1ccc(F)cc1)c1ccccc1C(=O)NCc1ccccc1	-0.1%	nt	nt	1.1%	0.1%	nt	-0.1%	nt	nt	1.3%
COc1ccc(N2CCN(c3nc(Cl)nc(N4CCOCC4)n3)CC2)cc1	8.8%	-6.0	-11.2	0.9%	1.3%	i	1.0%	-1.6%	0.8%	-8.9%
O=C(NC1CC1)C1CCN(C(=O)c2ccc(Cl)cc2)CC1	11.2%	nt	nt	3.1%	0.6%	nt	0.6%	nt	nt	-5.3%
COCC(=O)N1CCN(c2cccc(C(F)(F)F)c2)CC1	-11.7%	14.3	-2.9	0.4%	-0.6%	i	-0.1%	-4.4%	-0.8%	-7.1%
CCN(CC)C(=O)Oc1ccc(Br)cc1C(=O)Nc1ccc(F)cc1F	5.8%	nt	nt	1.6%	-1.4%	i	-1.5%	nt	nt	-8.6%
FC(F)(F)c1nc(N2CCCC2)ncc1-c1nnnn1-c1ccccc1	-2.9%	60.1*	20.9*	2.1%	0.2%	i	-0.1%	-0.8%	-0.4%	-9.0%
Cc1[nH]n(-c2ccccc2)c(=O)c1CCOC(=O)c1cccc(C(F)(F)F)c1	6.0%	0.2	-9.2	0.8%	-0.7%	i	1.1%	2.2%	-1.8%	0.8%
COc1ccccc1-c1nn2c(C(F)(F)F)nnc2s1	7.0%	3.3	-9.4	-1.7%	-0.6%	i	0.4%	-10.1%	2.1%	-7.1%
COc1ccccc1N(CC(=O)NCCSCc1ccccc1)S(C)(=O)=O	3.3%	nt	nt	0.6%	-0.1%	nt	-1.1%[50 µM]	nt	nt	-3.9%
O=[N+]([O-])c1cc(C(F)(F)F)cc([N+](=O)[O-])c1NN=C1CCCCC1	9.6%	-2.7	11.5	3.6%	-0.5%	i	2.8%	-4.1%	0.8%	-139.2%
Cc1ccc(OCc2cccc(S(=O)(=O)N(C)C)c2)c([N+](=O)[O-])n1	9.1%	nt	nt	3.2%	-0.8%	nt	1.4%	nt	nt	-1.7%
C=C(C)CCOC(=O)C(CC(=O)O)NCc1ccco1 (stereo unspecified)	10.5%	nt	nt	2.2%	0.4%	i	0.6%[50 µM]	nt	nt	-2.3%
O=C(c1cc2ccccc2c(=O)o1)N1CCCCCC1	5.4%	-15.0	-2.2	0.6%	-0.4%	i	2.1%[50 µM]	-1.9%	-4.6%	-3.2%
CCn1c(C)c(C)c2cc(C(=O)NCCN3CCOCC3)ccc21	4.8%	nt	nt	1.1%	-0.5%	nt	0.1%	nt	nt	-1.8%
CCOC(=O)C1CCCN(c2c(N3CCN(c4cccc(Cl)c4)CC3)c(=O)c2=O)C1 (stereo unspecified)	-1.2%	9.7	9.5	2.4%	nt	nt	0.4%	-3.5%	1.2%	-4.2%
CCOc1ccc(NC(=S)N(CCN2CCOCC2)Cc2cc3cc4c(cc3[nH]c2=O)OCO4)cc1	-4.4%	0.6	9.4	-1.0%	-0.8%	i	-0.7%	-6.8%	4.8%	4.6%
CC1=C(C)C(=O)OC(C(C)C2CCC3C4CC=C5CC(OC6OC(COC7OC(CO)C(O)C(O)C7O)C(O)C(O)C6O)CC(O)C5(C)C4CCC23C)C1 (stereo unspecified)	14.9%	-5.1	8.8	1.4%	-0.5%	i	10.6%	-5.2%	-1.8%	-2.9%
C=CCN(C(=O)CNC(=O)c1ccco1)C(C(=O)NC1CCCCC1)c1cccnc1 (stereo unspecified)	12.5%	nt	nt	-0.1%	0.0%	nt	1.2%	nt	nt	-7.3%
CC(=O)Nc1ccc(S(=O)(=O)Nc2ccc(=O)n(Cc3ccc(Cl)c(Cl)c3)c2)cc1	9.2%	-13.8	10.5	2.7%	0.1%	i	0.3%	-3.9%	nt	-4.4%
O=C(NCCC1=CCCCC1)c1cc(S(=O)(=O)N2CCOCC2)c(Cl)cc1Cl	12.9%	nt	nt	2.1%	nt	nt	1.2%[50 µM]	nt	nt	-5.2%
CC(CN1CCOCC1)OC(=O)C(C)(c1ccccc1)c1ccccc1 (stereo unspecified)	9.9%	-4.1	3.5	1.4%	-0.6%	i	1.9%	-5.8%	-0.1%	0.0%
CC1=C(C(=O)NCc2ccccc2)C(c2cccs2)n2ncnc2N1 (stereo unspecified)	6.6%	-1.4	-14.8	0.3%	-0.1%	i	2.9%	-7.0%	-2.0%	-3.4%
CCOc1ccccc1C(=O)N(CCC(=O)OC)c1ccccn1	-4.1%	-0.7	-7.4	0.6%	0.8%	i	2.1%	-3.3%	-2.9%	-6.2%
CC1=Nn2c(nc(-c3ccccc3)c2-c2ccccc2)NC(=O)C1Br (stereo unspecified)	17.1%	3.1	4.4	0.9%	1.5%	i	0.5%	-8.9%	-0.6%	nt
COc1ccc(Cl)cc1NC(=O)Cc1c(F)cccc1Cl	6.8%	0.7	-10.3	4.3%	-0.6%	i	1.8%[50 µM]	-4.9%	-1.4%	-3.9%
CC1(c2ccccc2)O[C@@H]2C[C@H]3[C@@H]4CCC5=CC(=O)C=C[C@]5(C)[C@@]4(F)[C@@H](O)C[C@]3(C)[C@]2(C(=O)CO)O1 (stereo partly specified)	3.1%	nt	nt	-3.3%	-0.8%	i	-0.9%[50 µM]	nt	nt	-10.3%
Cc1ccc(N(C)S(=O)(=O)c2cccc(C(=O)NCC(c3cccs3)N3CCOCC3)c2)cc1 (stereo unspecified)	22.9%	nt	nt	0.6%	nt	nt	-0.5%[50 µM]	nt	nt	-3.7%
CSc1ncc(Cl)c(C(=O)Nc2ccccc2[N+](=O)[O-])n1	30.7%	nt	nt	1.7%	-0.5%	nt	-0.1%	nt	nt	-8.0%
O=C(O)c1ccc2oc(SCC(=O)N3CCCCC3)nc2c1	8.7%	2.8	-8.1	0.7%	1.3%	i	3.2%	-3.8%	4.9%	-2.9%
COc1ccc(/C=C(/NC(=O)c2ccccc2Cl)C(=O)NCCCC(=O)O)cc1	nt	6.3	11.4	-1.0%	0.7%	i	5.2%	0.2%	-1.4%	-6.5%
O=C(CCc1ccccc1)NC(c1cccs1)c1cc(Cl)c2cccnc2c1O (stereo unspecified)	-1.0%	35.2	-3.0	nt	?	7.44µM*	-0.2%	-8.9%	-1.6%	4.8%
